PriA SSB inh: blocks PriA binding to SSB C-terminal tail | AlphaScreen SSBct-PriA binding, biotinylated peptide | inhibition, % at 33 µM | actives 0.6% (n = 430,000) | AID 1272365; in the data active means inhibition mostly above about 37%, no sharp cut-off; inactive means mostly below about 20%;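 further: plate controls were negative control peptide for no effect and reference peptide for full effect; strong numbers were not always called active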
An asterisk follows results filed as active; i = inactive; & = joins results of further samples. These rows are one share of the data (hit frequency here may not be typical).

smiles	PriA SSB inh
O=[N+]([O-])c1ccc(NS(=O)(=O)Cc2ccccc2F)cc1	10
O=C(NN=Cc1cccnc1)c1ccc2c(c1)OCO2	-8
Cc1ccc(NC(=O)C(=O)NCCc2ccc(Cl)cc2)c([N+](=O)[O-])c1	7
CC(Cc1ccoc1)NC(=O)Nc1cccc(Cl)c1 (stereo not given)	-10
Cc1cc(NC(=O)C(=O)NCC2CCN(c3ncccc3C#N)CC2)no1	-4
COc1ccc(-n2c(C)nc3ccc(NC(=O)Cc4cccs4)cc3c2=O)cc1	5
CCC(C)(C)OCC(O)CN1CCN(c2cccc(C(F)(F)F)c2)CC1 (stereo not given)	2
CC(C)NC(=O)N1CCCC(c2nnc(Cc3ccc(F)cc3)o2)C1 (stereo not given)	-5
O=C(Cn1c(=O)oc2ccccc21)NCc1cccnc1-c1ccsc1	-25
O=C(N[C@H]1CCN(c2ccc(C(F)(F)F)cn2)C1)c1cc(-c2ccco2)[nH]n1	3
COC(=O)C1CCN(C(=O)c2cccnc2-c2nc3ccccc3s2)CC1	8
CSc1ccccc1NC(=O)C(=O)NC[C@H](O)c1ccc2c(c1)CCO2	-6
Cc1ccc(C(=O)N(C)C2(C)CCS(=O)(=O)C2)cc1C (stereo not given)	-20
CC(=NNc1ccccc1)C(=NO)C(=O)Nc1ccccc1	5
Fc1c(F)c(C(F)(F)F)c(F)c(F)c1NN=Cc1cccs1	-4
CCc1ccc(NC(=S)N=C(N)Nc2nc(C)c3cc(CC)ccc3n2)cc1	-5
CC(=NNC(=O)c1ccc(O)cc1)c1ccc(N2CCOCC2)cc1	-3
COc1ccc(Cl)cc1C(=O)N1CCC2(CC1)OCCN2S(=O)(=O)c1ccccc1	0
Cc1nc(-c2ccc(N3CCN(C(=O)c4csc(C)n4)CC3)nc2)no1	-3
O=C(CN1CCCc2ccccc21)N/N=C\c1ccccc1O	15
Cn1cc(C=Nn2cnc3scc(-c4ccccc4)c3c2=O)c2ccccc21	1
COc1ccc(NN=C(N=Nc2nc(C)cc(=O)[nH]2)c2ccccc2)cc1	18
COc1ccc(Cl)cc1C(=O)NC[C@@H](c1ccsc1)N1CCc2ccccc2C1	4
NC(=NOC(=O)c1ccc(=O)n(Cc2ccccc2)c1)c1ccccn1	4
Cc1[nH]c2ccccc2c1C(=O)C(=O)OCc1cc(-c2ccccc2)on1	11
Cc1nn(-c2ccccc2)c2c1C1(C(=O)Nc3ccccc31)C(C#N)=C(N)O2 (stereo not given)	2
COC(=O)c1ccc(NC(=O)CSc2nnc(NC(=O)/C=C/c3ccc4c(c3)OCO4)s2)cc1	-1
C=CC(C)(C)OCC(O)CN1CCN(CCN2C(=O)c3cccc4cccc(c34)C2=O)CC1 (stereo not given)	-8&1
COc1ccc(NC(=O)CSc2ncc(S(=O)(=O)c3cccs3)c(N)n2)cc1Cl	-6
COc1cccc2sc(NC(=O)c3cccs3)nc12	-18
O=c1[nH]c(=O)n(-c2ccccc2F)c(O)c1C=C1C=Nc2ccccc21	-4
CC(=O)Nc1cnc(N2CCN(c3ccccn3)CC2)nc1	6
Cc1noc(-c2sccc2NC(=O)Cn2c(=O)oc3ccccc32)n1	-6
COc1ccc(C2CC(c3cccs3)=NN2C(=O)CSc2nc(C(F)(F)F)cc(=O)[nH]2)cc1OC (stereo not given)	2
COc1ccc2sc(Nc3ccc(F)cc3F)nc2c1	-2
Cn1nc(C2CC2)cc1N1CCN(C(=O)NCc2ccc(F)cc2)CC1	-4
CCC(O)=C1C(=O)CCCC1=NCc1nc2ccccc2[nH]1	-3
COc1ccc(C=NNC(=O)c2cc3c(ccc4ccccc43)o2)c(OC)c1	-18
O=C(CSc1cccc2cccnc12)Nc1ccc(C(=O)O)cc1	133*
Cc1cccc(Nc2ccc(N3CCN(C(=O)c4ccc5c(c4)OCO5)CC3)nn2)n1	-7
O=S(=O)(c1cccc(Cl)c1Cl)N1CCN(c2ccc(-c3ccco3)nn2)CC1	-12
Cc1ccc(-c2csc(NC(C)(C)C)[n+]2-c2c(C)n(C)n(-c3ccccc3)c2=O)cc1	-10
O=C(NCc1cc(-c2ccc(Cl)cc2)on1)c1cnccn1	-1
CS(=O)(=O)N1CC(=O)Nc2ccc(Br)cc2[C@@H]1c1ccccc1	-8
COc1ccc(F)cc1S(=O)(=O)NCC1CCCN1c1nccs1 (stereo not given)	1
COc1cccc2sc(=NC(=O)c3ccc(F)cc3)n(C)c12	8
COC(=O)c1ccc(NC(=O)CSc2cc(NCc3ccc(Cl)cc3)ncn2)cc1	-1
COCc1[nH][nH]c(=O)c1C=NN1CCOCC1	-18
COc1ccc(Br)cc1C=NNC(=O)c1ccc(OC)c(OC)c1	-9
CCn1c(SCC(=O)NCc2cccc(OC)c2)nc2c(-c3ccccc3)csc2c1=O	-13

More results:
smiles	PriA SSB inh
O=C(Cc1ccccc1)NCCSc1c[nH]c2ccccc12	-3
COc1ccc(OC)c2sc(N(CCN3CCOCC3)C(=O)c3ccc4c(c3)CCCC4)nc12	41*
Cc1ccc(C=Nn2c(-c3ccccn3)n[nH]c2=S)o1	72*
O=C(N/N=C/c1ccc(Cl)cc1)C1=NOC2COC3(CCN(c4ccc([N+](=O)[O-])cc4)CC3)OCC12 (stereo not given)	i
NC(=O)N/N=C\c1ccccc1OC(=O)c1cc2ccccc2oc1=O	-8
Cc1nc(-c2cccs2)sc1-c1ccc(SCC(=O)Nc2ccc(OC(F)(F)F)cc2)nn1	-14
Cn1cccc(C(=O)N2CCN(c3nc(-c4ccsc4)cs3)CC2)c1=O	-10
NS(=O)(=O)c1ccc(C(=O)NCCn2ncccc2=O)cc1	17
Cc1ccc2nc(C)c(NC(=O)c3ccc(S(=O)(=O)N4CCCCC4)cc3)c(=O)n2c1	5
CSCC[C@H](NC(=O)C1CCC(CNC(=O)[C@@H]2CCCN2)CC1)C(=O)O (stereo not given in full)	-1
CC(C)CN(CC(C)C)C(=O)CSc1nc2ccccc2[nH]1	-9
Cc1nc(-n2cccc2)sc1C(=O)N1CCc2nc(NC(=O)c3ccoc3)sc2C1	-12
CCCCOC(=O)c1ccc(NC(=S)c2nc3ccccc3[nH]2)cc1	-10
O=C1OC2CC1N(S(=O)(=O)c1cccs1)C2 (stereo not given)	-5
Cc1nn(-c2ccccc2)c(N2CCCC2)c1C=NNC(=O)c1cc(-c2cccs2)nc2ccccc12	-1
COC(=O)c1ccccc1NC(=O)c1ccc(=O)n(Cc2cccc([N+](=O)[O-])c2)c1	-1
Cn1nc(C2CC2)cc1N1CCN(C(=O)CCS(=O)(=O)c2ccccc2)CC1	1
O=C(NCC1CCN(Cc2ccccc2)CC1)C(=O)NC1CC1	-13
O=C(Nc1nc(-c2cccnc2)cs1)c1c(O)c2c([nH]c1=O)CCC2	-23
O=C(NN=Cc1cc([N+](=O)[O-])ccc1O)c1cccc(NC(=O)c2cccc(Cl)c2)c1	1
COC(=O)c1ccc(C(=O)Nc2cc(C)nn2-c2nc3ccc(OC)cc3s2)cc1	-7
CCn1nc(C(=O)N2CC(=O)Nc3ccccc32)cc1C	-17
O=C(Nc1ccc2c(c1)OCCO2)c1ccc(N2CCCCC2)nn1	-12
COc1ccc(-c2cc(C(=O)NCc3ccco3)c3c(C)nn(C4CCS(=O)(=O)C4)c3n2)cc1 (stereo not given)	7
COc1ccc(Nc2nc(Nc3ccc(C(N)=O)cc3)nc(N3CCOCC3)n2)cc1	24
O=S(=O)(c1cccc(Cl)c1)N1CCN(CCn2cccn2)CC1	-13
Cc1cc(C(=O)N2CC(Oc3cc(C)oc(=O)c3)C2)n(C)n1	-20
CC(C)S(=O)(=O)c1ccc(CC(=O)NCC2CCN(C(=O)c3cc4ccccc4o3)CC2)cc1	-2
CC1CCN(C(=O)Cc2csc(NC(=O)NC3CCCCC3)n2)CC1	-16
COC1(CNC(=O)c2cc3ccccc3s2)Cc2ccccc2C1	-12
O=C(Nc1c(F)cccc1F)N1CCC(COCc2ccc(Cl)cc2)CC1	-5
COC(=O)Nc1nc(CC(=O)NCc2cccs2)cs1	-41&-2
COC(=O)CS[C@H]1CCN(C(=O)CCSc2ccccc2)C1	-23
COc1nc2ccccc2nc1SCC(=O)NCc1ccco1	-3
O=S(=O)(NCCN1CCOC(c2ccccc2)C1)c1cccs1 (stereo not given)	-15
Cc1noc(CNC(=O)c2ccc(N3CCCC3)nn2)n1	-14
CC(=O)Nc1cccc(NC(=O)CSc2nc(CC(=O)Nc3ccc(C)c(C)c3)cs2)c1	3
COc1ccc(OC)c(-c2cc(C(=O)NCC3(c4cccs4)CC3)n(C)n2)c1	9
Cc1ccc(-c2ccc(S(=O)(=O)NCc3ccc4c(c3)OCO4)cc2)cc1	-21&-9
Cc1cc(C)c2sc(N3CCN(C(=O)Nc4ccc(F)cc4)CC3)nc2c1	-17
O=C(NCCCn1nc(-c2ccc(F)cc2)ccc1=O)c1ccc(Br)o1	-7
N#Cc1nccnc1O[C@H]1CCCN(C(=O)c2ccoc2)C1	-7
Cc1cc(OC2CCN(S(=O)(=O)CCCOc3ccccc3)CC2)cc(=O)n1C	3
CN(C)c1nc(N2CCCCC2)ncc1NS(=O)(=O)c1ccccc1Cl	-36
Cc1ccsc1C=NN1CCOCC1	-4
Cc1ccc(S(=O)(=O)NCCCn2nc(-c3ccc(F)cc3)ccc2=O)cc1	-8
Cc1ccc(NC(=O)NCc2nccc(N(C)C)n2)cc1Cl	-17
COc1ccc2c(c1)[nH]c1c(=O)n(N=Cc3ccc(OC)c(COc4ccccn4)c3)cnc12	1
COc1ccc([C@H]2CCN(C(=O)c3ccccn3)C2)cc1	1
Cc1cc(F)ccc1S(=O)(=O)Nc1ccc(N2CCCS2(=O)=O)cc1	-16

Laid out differently: four of the compounds above.
mol: O=C(NCCCn1nc(-c2ccc(F)cc2)ccc1=O)c1ccc(Br)o1
  PriA SSB inh: -7

mol: N#Cc1nccnc1O[C@H]1CCCN(C(=O)c2ccoc2)C1
  PriA SSB inh: -7

mol: Cc1cc(OC2CCN(S(=O)(=O)CCCOc3ccccc3)CC2)cc(=O)n1C
  PriA SSB inh: 3

mol: CN(C)c1nc(N2CCCCC2)ncc1NS(=O)(=O)c1ccccc1Cl
  PriA SSB inh: -36

More compounds
smiles	PriA SSB inh
COc1ccccc1N1CCN(C(=O)CNS(=O)(=O)c2cccc(C(F)(F)F)c2)CC1	-6&1
O=C(CC1CCCC1)NCCN1CCn2cc(OCc3ccc(F)cc3)c(=O)cc2C1=O	-3
O=c1[nH]c(=S)[nH]c(O)c1N=Nc1ccc(F)cc1	13
Cc1ccnc(NC(=O)c2ccc(N3CCCCS3(=O)=O)cc2)c1	2
O=C(Nc1nc(-c2ccccc2)c(C(=O)c2ccccc2)s1)c1ccccc1Cl	-16
O=C(CN1CCC(c2nnc(-c3ccc(F)cc3)o2)CC1)N1CCOCC1	-17
Cc1c(NC(=S)NN=Cc2cccc(O)c2)c(=O)n(-c2ccccc2)n1C	0
CCOc1ccnc2c1c(=O)n(CC(=O)NCc1ccco1)c(=O)n2C	-14
COc1ccc(F)cc1S(=O)(=O)N1CCN(c2nccn3nc4c(c23)CCCC4)CC1	2
O=C(NCC[C@H](O)c1ccco1)C(=O)NCC(F)(F)F	5
CCOC(=O)c1ccc(NC(=O)CN2C(=O)/C(=C3\SC(=S)N(Cc4ccccc4Cl)C3=O)c3ccccc32)cc1	6
CC(C)C(=O)NCC(c1ccsc1)N1CCOCC1 (stereo not given)	-4
O=C(CCCN1C(=O)c2cccc3cccc(c23)C1=O)Nc1nc2ccccc2s1	-16
O=C(CSc1ccc(Cl)cc1)NN=Cc1ccc([N+](=O)[O-])o1	7
CCn1c(Cl)c(C=O)sc1=NS(=O)(=O)c1ccccc1	2
Clc1ccc(CNc2nc3c(-c4ccccc4)nnn3c3ccccc23)cc1	-15
COC(=O)c1ccc(CN2CC(c3nc(C4CC4)no3)C2)o1	7
O=C(Nc1nc(-c2cccs2)cs1)C1CCCCN1S(=O)(=O)c1cccs1 (stereo not given)	5
COc1cccc(CNC(=O)Cc2cc(=O)[nH]c(SCC(=O)N3CCOCC3)n2)c1	-6
O=C(Cc1ccsc1)NCC(O)c1ccc2c(c1)CCO2 (stereo not given)	-2
COc1cccc(C(=O)N(CCn2cccn2)c2nc3c(F)cccc3s2)c1	-12
O=c1c2cnn(C3CCS(=O)(=O)C3)c2ncn1Cc1ccc(Cl)cc1 (stereo not given)	7
Cc1cnc2n(c1=O)CC(C(=O)Nc1ccc3cn[nH]c3c1)CS2 (stereo not given)	-5
C=C(C)Cn1c(SCC(=O)Nc2cc(Cl)ccc2OC)nc2sc3c(c2c1=O)CCC3	-2
COc1ccc(CCNC(=O)CSc2nnc(NC(=O)Nc3ccccc3)s2)cc1OC	4
O=C(Nc1nc2ccccc2s1)c1cccc(NS(=O)(=O)c2ccc(F)cc2)c1	14
Cc1cc(OCC(=O)Nc2ccc(F)c(Cl)c2)nc(N2CCN(c3ccccc3)CC2)n1	-1
Cn1nc(CN(Cc2ccco2)C(=O)CSc2ccc(F)cc2)cc1C1CC1	-14
COC(=O)c1sccc1S(=O)(=O)NCCC(O)c1ccoc1 (stereo not given)	-18
O=C(CCn1cnc2ccccc2c1=O)NCCn1nc(-c2cccnc2)n(C2CC2)c1=O	-7
COc1ccc(Cl)cc1C(=O)NC[C@@H](c1cccs1)N1CCc2ccccc2C1	-8
NS(=O)(=O)c1ccc(CCNC(=O)c2cc(=O)c(OCc3ccccc3)c[nH]2)cc1	-7
Cn1c(C(F)(F)F)nn(CCNS(=O)(=O)CCN2C(=O)CCCC2=O)c1=O	0
